Screening results deposited in PubChem by several laboratories.
RmlCD inh mix: RmlC and RmlD coupled enzyme inhibitors, primary screen, biochemical, 384-well, compound mixtures, retest; RmlC/RmlD coupled enzyme inhibition, 384-well mixture HTS; inhibition, % at 5.5 µM; 110,000 tested, 0.39% active; in the data active = inhibition above about 30%, passing the limit was not always enough; also: strong numbers were not always called active
RT RNaseH block: HIV-1 RT RNase H inhibitors, primary screen, biochemical, fluorescence; Gag-Pol polyprotein (Human immunodeficiency virus type 1 group M subtype B (isolate …; RT-RNase H RNA/DNA duplex cleavage; inhibition, % at 10 µM; 65,000 tested, 1.9% active; in the data active = inhibition above about 50%
Numbers without * were called inactive; x = no result given.

SMILES	RmlCD inh mix	RT RNaseH block
COc1cc(/C=C2/SC(=NCc3ccccc3)N(Cc3ccccc3)C2=O)ccc1O	-8	x
CCC(CC)n1[nH]c(=O)c2c(C)cc(C)nc21	2	-13
O=C1c2cccc3cccc(c23)C(=O)N1c1nncs1	-1	-11
CCOC(=O)C1=C(N)N2C(=O)C(C)SC2=C(C(=O)OC)C1c1cccc(OC)c1 (centres undefined)	-4	x
CCOC(=O)c1[nH]c(C)c(C(=O)NCC2CCCO2)c1C (centres undefined)	39	-7
CC1(OC(=O)c2ccc(Cl)nc2)C(=O)C=C2C=C(C3CC3)OC=C2C1=O (centres undefined)	7	x
Cc1c(N=c2c(=O)c3ccccc3c2=O)c(=O)n(-c2ccccc2)n1C	22	9
CCCCCC(=O)Nc1nnn(CCC)n1	-14	x
COc1ccc(-c2cc(C(=O)Nc3cc(C)n(Cc4ccc(Cl)cc4)n3)no2)cc1OC	-2	-15
CCCN1CCC(=O)N([C@H](CSc2ccc(OC)cc2)Cc2ccccc2)CC1	13	x
COc1ccc(C(=O)N2CCC(C(=O)Nc3ccccc3OC)CC2)cc1	14	14
O=C1OCCN1C(=O)[C@H]1[C@H](c2ccc([N+](=O)[O-])cc2)C(c2cccc(Cl)c2)=NN1c1ccccc1	3	x
CCOc1c2ccc(C(=O)NCc3ccco3)cc2nn1CCOC	13	x
COc1ccc([C@@]2(O)c3c(ccc(CC=C(C)C)c3O)NC(=O)[C@@H]2OC)cc1	5	x
CCOC(=O)CN1C(=O)N[C@@H](c2cccs2)C(C(C)=O)=C1C	2	x
CC(C)NC1CS(=O)(=O)CC1O (centres undefined)	-11	x
O=C(Cn1nc(C(=O)O)c2ccccc2c1=O)NCCC1=CCCCC1	-8	-6
COc1ccc(Cl)cc1NC(=O)CS(=O)(=O)c1cccc2nsnc12	-9	x
O=C(C(Cc1ccccc1)NS(=O)(=O)c1cccc2nsnc12)N1CCC2(CC1)OCCO2 (centres undefined)	-9	2
COc1ccc(OC)c(/C(O)=C/C(=O)C(=O)Nc2ccccc2OC)c1	8	x
CC(=O)OCc1cc2cccc(C)c2[nH]c1=O	-11	-6
O=C(CCCCn1c(=O)[nH]c2ccccc2c1=O)NCCc1c[nH]c2ccccc12	x	-12
CN1CCc2c(sc3c2c(=O)n(-c2ccccc2)c2nnc(SCc4ccccc4F)n32)C1	x	-4
CCCn1c(NCCO)nc2ccccc21	-1	x
Cc1ccc(-c2nnn(CC(=O)N(c3ccccc3)C(C(=O)NCC3CCCO3)c3ccc(Cl)cc3)n2)cc1 (centres undefined)	-4	x
COc1ccc(CN2C(=O)CCC2(C)C(=O)NC2CCCC2)c(OC)c1 (centres undefined)	x	-16
Cc1nn(-c2ccccc2)c(Cl)c1C(=O)Nc1ccccc1	11	x
Cc1onc(-c2ccccc2)c1C(=O)Nc1nc2c(s1)C(=O)CC(C)(C)C2	12	x
Cn1c(/C(C#N)=C(\O)c2ccc(S(=O)(=O)N3CCCCC3)cc2)nc2ccccc21	x	-8
O=C(Nc1ccccc1)c1ccccc1CC[N+](=O)[O-]	7	x
CC(=O)c1ccc(OCC(O)CN2CCN(CC(O)COc3ccc(C(C)=O)cc3)CC2)cc1 (centres undefined)	2	x
O=C(O)CCC(=O)N1CCC(C(=O)c2cccc(Cl)c2)CC1	37	-2
O=c1cc(N2CCOCC2)[nH]c(=O)n1-c1ccc(Br)cc1	5	-3
COc1cc(C2OCC3C(c4cc(OC)c(OC)c(OC)c4)OCC23)cc(OC)c1OC (centres undefined)	3	x
O=C1Nc2ccccc2C12Nc1ccccc1-c1nc3ccccc3n12 (centres undefined)	2	3
COC(=O)c1sc(NC(=O)CSc2nnnn2-c2ccc(C)cc2C)nc1C	7	64*
CCSC1(SCC)N=C(N)C2(C#N)C(c3ccccc3)NC(C)=C(C)C12C#N (centres undefined)	-11	17
CCSc1nc2ccccc2n1CC(=O)N1CCOCC1	x	-4
CCOc1ccc(CNc2ccc3c(c2)nc(C)n3C)cc1	-8	-2
CC(C)(C)c1ccc(C(=O)NNC(=O)Cc2ccccc2)cc1	-3	x
Cn1c(=O)c2c(nc(N3CCCCCC3)n2CC(O)COc2ccc(Cl)cc2)n(C)c1=O (centres undefined)	9	-10
Cc1cccc(-c2nnc(SCc3cc(=O)[nH]c4ccccc34)n2C)c1	6	9
CC1(c2ccccc2)NC(=O)N(CCOc2ccccc2)C1=O (centres undefined)	2	-38
Cc1c(C(=O)OC2CCCCC2)sc2nc[nH]c(=O)c12	4	-29
COc1cccc(/C(O)=C2/C(=O)C(=O)N(Cc3cccnc3)C2c2ccco2)c1 (centres undefined)	17	x

Full records, quoted from the list. Screens in order: RmlCD inh mix, RT RNaseH block
Results for CC(=O)OCc1cc2cccc(C)c2[nH]c1=O : -11, -6
Results for O=C1Nc2ccccc2C12Nc1ccccc1-c1nc3ccccc3n12 (centres undefined) : 2, 3
Results for CCOc1ccc(CNc2ccc3c(c2)nc(C)n3C)cc1 : -8, -2
Results for COc1ccc(CN2C(=O)CCC2(C)C(=O)NC2CCCC2)c(OC)c1 (centres undefined) : x, -16

More entries follow.
SMILES	RmlCD inh mix	RT RNaseH block
CCOC(=O)N1CCN(c2ccc(C(=O)c3ccccc3)cc2F)CC1	x	17
CCSc1ccccc1C(=O)n1nnc2ccccc21	6	-4
Cc1cc(COc2ccccc2OCc2cc(C)no2)on1	2	-7
Cc1cccc(COCC(CC(C)C)N2CCN(C(=O)c3ccc(C(C)(C)C)cc3)CCC2=O)c1 (centres undefined)	-5	x
O=C(c1noc2c1CCc1ccccc1-2)N1CCCc2ccccc21	7	-8
CCOC(=O)c1[nH]c(C)c(C(=O)NCCCOC(C)C)c1C	7	-12
Cc1ccc(C2(C)NC(=O)N(Cc3c(C)noc3C)C2=O)cc1 (centres undefined)	1	-19
COc1cc(/C=N/NC(N)=O)cc(Br)c1OCc1ccccc1C	7	x
O=C1N=C(N2CCOCC2)SC1=C1CCCCC1	5	-7
Cc1ccc(SCC(=O)Nc2ccccc2C(=O)O)cc1	-14	x
CCOC(=O)c1oc2ccc(Br)cc2c1NC(=O)CN1CCN(C)CC1	6	1
O=C(CCn1c(=O)sc2ccccc21)NCc1ccc2c(c1)OCO2	3	-15
C=CCN1C(=O)NC(=O)/C(=C/c2cccn2C)C1=O	9	x
CSc1nc2ccc(NC(=O)CSc3nnc(N)s3)cc2s1	1	x
CCCCC(CC)C(=O)NCc1ccccc1OC (centres undefined)	9	-6

Looked up one by one from the list above, 3 records:
SMILES	RmlCD inh mix	RT RNaseH block
COc1ccc(CN2C(=O)CCC2(C)C(=O)NC2CCCC2)c(OC)c1 (centres undefined)	x	-16
Cc1onc(-c2ccccc2)c1C(=O)Nc1nc2c(s1)C(=O)CC(C)(C)C2	12	x
CCCn1c(NCCO)nc2ccccc21	-1	x

Next section.
SMILES	RmlCD inh mix	RT RNaseH block
COc1c(Cl)ccc(Cl)c1C(=O)OCC(=O)O	-14	-5
Cc1ncc(C[n+]2csc(CCOC(=O)CC3C4CC5CC(C4)CC3C5)c2C)c(N)n1 (centres undefined)	-130	x
Cc1ccc(OCC(=O)N2CCN(C(=O)Cc3ccccc3)CC2)cc1	4	23
CCCCNC(=O)Cc1c(O)c2ccccc2[nH]c1=O	-3	x
CC1=CCC2C(=O)N(c3cccc(C(=O)N(C)C4CCCCC4)c3)C(=O)C2C1 (centres undefined)	2	-4
O=C(NCCCN1CCOCC1)c1ccc(CS(=O)(=O)Cc2ccc(Cl)cc2)o1	-8	5
C/C(=C\c1cc(C(=O)O)c(C)o1)CO	-9	-1
Cc1ccc(NC(=O)C2CCN(C(=O)NC3CCCCC3)CC2)cc1	-9	x
Cc1ccccc1CNC(=O)c1ccccc1N	18	x
CC1(C)CC(=O)C2=C(C1)N(C1CCCCC1)C(=O)C2(O)C(F)(F)F (centres undefined)	10	x
CC1CN(CCCCOc2ccc(C(C)C)cc2)CC(C)O1 (centres undefined)	-8	x
CC(C)CC(OC(=O)c1cccs1)C(=O)NCC1CCCO1 (centres undefined)	-2	-8
CC1=C(C(N)=O)C(c2cccnc2)n2nc(-c3cccc(Cl)c3)nc2N1 (centres undefined)	9	3
Cc1csc(N/N=C/c2ccc(O)c([N+](=O)[O-])c2)n1	3	x
O=S(=O)(c1ccc(F)cc1)n1ccc(-c2cccc(OCc3c(F)cccc3Cl)c2)n1	-2	x

Compounds from the list above containing an NH in an aromatic ring (nine):
SMILES	RmlCD inh mix	RT RNaseH block
CCC(CC)n1[nH]c(=O)c2c(C)cc(C)nc21	2	-13
CCOC(=O)c1[nH]c(C)c(C(=O)NCC2CCCO2)c1C (centres undefined)	39	-7
CC(=O)OCc1cc2cccc(C)c2[nH]c1=O	-11	-6
O=C(CCCCn1c(=O)[nH]c2ccccc2c1=O)NCCc1c[nH]c2ccccc12	x	-12
O=c1cc(N2CCOCC2)[nH]c(=O)n1-c1ccc(Br)cc1	5	-3
Cc1cccc(-c2nnc(SCc3cc(=O)[nH]c4ccccc34)n2C)c1	6	9
Cc1c(C(=O)OC2CCCCC2)sc2nc[nH]c(=O)c12	4	-29
CCOC(=O)c1[nH]c(C)c(C(=O)NCCCOC(C)C)c1C	7	-12
CCCCNC(=O)Cc1c(O)c2ccccc2[nH]c1=O	-3	x

The listing continues.
SMILES	RmlCD inh mix	RT RNaseH block
Cn1cc(Cl)c(C(=O)N2CCN(c3ncccn3)CC2)n1	7	-9
COc1ccc(CC(=O)c2ccccc2C(=O)O)cc1	54	-16
CCOC(=O)N1CCN(C(=O)COc2ccc(S(=O)(=O)NC(C)C)cc2)CC1	-13	-9
Cc1nc(C2CC(=O)OC23CCCCC3)cs1 (centres undefined)	-15	-8
FC(F)(F)c1cc(-c2ccc(Cl)cc2)nc2ncnn12	-5	x
CCOC(=O)CC(=O)CSc1nc(N)c(C#N)c(-c2ccc(Cl)cc2)c1C#N	-6	6
CC1CCC(C(C)C)C(OC(=O)COC(=O)c2cccn2C)C1 (centres undefined)	3	-10
COc1ccc(CCNC(=O)C2CC(=O)N(C3CCCC3)C2)cc1OC (centres undefined)	-7	-1
CC(=O)Nc1ccc(-n2c(C)nc(=O)c(-c3ccccc3)c2C)cc1	-11	-4
Cc1ccccc1NC(=O)c1cc(N)ccc1N1CCCCC1	-3	-37
Cn1c(=O)cc(SCC(=O)N2CCCC2)c2cc(Cl)ccc21	4	-21
CC(C)C(NC(=O)OCc1ccccc1)C(=O)OCC(=O)N1C(C)CCCC1C (centres undefined)	4	-3
C=CCN1C(c2ccccc2)=CS/C1=C(\C#N)c1nnc2n1CCCCC2	-5	-1
CCCC[n+]1ccn(-c2nc3ccccc3nc2[N-]S(=O)(=O)c2ccc(C)cc2)c1	10	x
COc1ccccc1-c1coc2c(CN3CCN(CCO)CC3)c(O)ccc2c1=O	40*	1
Cn1c2c(c(=O)n(C)c1=O)C(c1ccc(Br)cc1)Nc1ccccc1O2 (centres undefined)	8	4
Nc1ccccc1C(=O)c1ccccc1	-7	-14
Cn1c(=O)n(C)c2cc(C(=O)O)ccc21	x	-32
O=C(CSc1nnc2scc(-c3ccccc3)n12)Nc1nsc(-c2ccc(Cl)cc2)n1	-5	16
COc1cccc(N(C(=O)CNC(=O)c2ccco2)C(C(=O)NC2CCCCC2)c2ccncc2)c1 (centres undefined)	8	-7
COc1cc(NC(=O)c2cc(OC)c(OC)c(OC)c2)c(OC)cc1NC(=O)CN1CCCCC1	-5	-7
CCOC(=O)c1c(C)oc2ccc(OCc3cc(C(=O)OC)oc3C)cc12	6	x
CCN1C(=O)C2(SC(NC(C)=O)=NN2C(C)=O)c2cc(C)ccc21 (centres undefined)	-9	x
O=C(Cc1ccccc1)NNC(=O)Nc1cccc(Cl)c1	-15	x
Cc1coc(C)c1C(=O)CC1(O)C(=O)Nc2cc(Cl)cc(Cl)c21 (centres undefined)	4	-8
Cc1noc(C)c1C(=O)N1CCN(CCc2ccccc2)CC1	2	-8
N#Cc1c(N)sc(=S)c2c1CCCCC2	-10	58*
COC(=O)Nc1ncc(CN2CCC(c3ccccc3)CC2)s1	-3	x
O=C1CC(c2ccccc2)CC(O)=C1C=NCCN1CCN(C(=O)Nc2ccccc2)CC1 (centres undefined)	-20	-6
CCN(CC)S(=O)(=O)c1ccc(S(=O)(=O)N(CC(=O)Nc2ccccc2)CC2CCCO2)cc1 (centres undefined)	16	x
CN(C)C(=O)Cn1cnc2c(cnn2-c2ccccc2Cl)c1=O	-1	-9
O=C(CSc1nccn1-c1cccc(Cl)c1)Nc1ccc2c(c1)OCCO2	13	-59
COc1ccc(OC)c(S(=O)(=O)N(C)CC(=O)Nc2ccc3c(c2)OCCO3)c1	3	-14
O=C(NCCc1ccccc1)C1CCN(C(=O)c2sccc2-n2cccc2)CC1	8	5
O=C(Nc1ccccc1F)NC1CCN(Cc2nnnn2Cc2ccc(F)cc2)CC1	4	1
COC(=O)c1cccc(NC(=O)c2cccc(OC)c2)c1	8	-6
Cc1nn(Cc2c(Cl)cccc2Cl)c(C)c1NC(=O)c1cc(C(C)C)on1	-7	-14

These rows are one share of the data, so the mix of outcomes need not match the whole.
